High-throughput results: PubChem BioAssay, National Center for Advancing Translational Sciences (NCATS)
RXFP1 agonist: qHTS Assay for Agonists of the Relaxin Receptor RXFP1 | Relaxin receptor 1 (Homo sapiens), Q9HBX9 | HEK293T-RXFP1 cAMP TR-FRET, 30 min; response scale: percent of porcine relaxin response, buffer zero | Potency, µM (top dose mostly 57.5 µM), inactives show at the highest dose activation, most hits filed as activators | 370,000 tested, 0.3% active | AID 2676, 2010; also: potency is read from the fitted curve at half-maximal effect; % is scaled to controls: 0 for no effect and ±100 for the full control effect; nearly all actives have a fitted effect of over 60% in size; many of its hits are not listed in these tables
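Agonist response is measured as cAMP accumulation in an RXFP1-transfected HEK293T line under PDE4 inhibition. Values are scaled between buffer-only and 29 nM porcine relaxin, and EC50s come from standard Hill equation fits.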
LDHA inh: qHTS assay for inhibitors of human lactate dehydrogenase; activity change, % (values are at about 110 or 230 µM); L-lactate dehydrogenase A chain (Homo sapiens), P00338; 480,000 tested, 0.15% active; AID 1347041, 2019; purified LDHA, NADH/diaphorase-resazurin fluorescence; stronger effect = lower value; in the data active = activity change below about -30%; inconclusive = mostly about -25% to -30%;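 also: plate controls were DMSO wells for no effect and wells without enzyme for full effect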
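Remaining NADH was detected by diaphorase (0.133 mg/mL) converting 37 µM resazurin to fluorescent resorufin, read at 0 and 20 minutes. The preceding 5-minute room-temperature reaction used 2 nM LDHA, 0.2 mM sodium pyruvate and 0.06 mM NADH at pH 7.4.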
Vif-APOBEC3F blk: qHTS for Inhibitors of Vif-A3F Interactions: qHTS; Potency, µM (doses to about 46.1 µM), without a hit: at the top dose activity, negative = active; HeLa A3F-eYFP + Vif (tagged APOBEC3F with the HIV-1 protein that degrades it), YFP fluorescence increase; 390,000 tested, 0.2% active; also: potency is read from the fitted curve at half-maximal effect; % of control where 0% means no effect; nearly all actives have a fitted effect of over 65% in size
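Fluorescence increase (Ex 488/Em 500-530) after overnight compound treatment at 37 deg C flags inhibition of Vif-driven A3F-eYFP loss in stable HeLa A3F-eYFP/Vif cells seeded overnight beforehand.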
USP1 inh: Inhibitors of USP1/UAF1: Primary Screen | Ubiquitin carboxyl-terminal hydrolase 1 (Homo sapiens), O94782 | recombinant USP1/UAF1, Ub-Rhodamine cleavage fluorescence | Potency, µM (doses to about 57.1 µM), without a hit: top-dose activity change, negative = inhibition, hits mostly inhibitors | 390,000 tested, 0.23% active | AID 743255, 2014; also: potency is read from the fitted curve at half-maximal effect; % is scaled to controls: 0 for no effect and ±100 for the full control effect; nearly all actives have a fitted effect of over 60% in size; inactives centre near -12
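In this screen, compounds sit with the deubiquitinase complex (1nM) for 15 min at room temperature before Ub-Rho is added at 150nM final. Fluorescence rise is then followed for 6 reads every 60 seconds.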
GRP78 ERSR act: qHTS for Inducers of the Endoplasmic Reticulum Stress Response (ERSR) in Human Glioma: qHTS; U87-MG GRP78 promoter luciferase reporter, 16 h; Potency, µM, for inactives: at the highest dose activation, most hits filed as activators; 420,000 tested, 0.02% active; AID 602332, 2012; also: potency is read from the fitted curve at half-maximal effect; series mostly up to about 76 µM; % of control where 0% means no effect; nearly all actives have a fitted effect of over 35% in size
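Stably transfected U87-MG human glioma cells carrying a GRP78-based luminescent sensor were seeded at 1000 cells/well, pin-dosed with compounds and incubated 16 h. Luciferase reagent was then added, and end-point luminescence was read after 10 min at room temperature.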
PI4K2A inh: qHTS for small molecular inhibitors of PI4K2A; purified PI4K2A, ADP-Glo luminescence, 1 h; stronger effect = lower value; activity change, negative = inhibition, % at 76.9 µM; 420,000 tested, 0.13% active; AID 1346378, 2018; in the data active = activity change below about -50%; inconclusive = mostly about -30% to -49%;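 also: -100% = wells without enzyme as full effect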
Target sequence (Q9BTU6 whole entry, looked up): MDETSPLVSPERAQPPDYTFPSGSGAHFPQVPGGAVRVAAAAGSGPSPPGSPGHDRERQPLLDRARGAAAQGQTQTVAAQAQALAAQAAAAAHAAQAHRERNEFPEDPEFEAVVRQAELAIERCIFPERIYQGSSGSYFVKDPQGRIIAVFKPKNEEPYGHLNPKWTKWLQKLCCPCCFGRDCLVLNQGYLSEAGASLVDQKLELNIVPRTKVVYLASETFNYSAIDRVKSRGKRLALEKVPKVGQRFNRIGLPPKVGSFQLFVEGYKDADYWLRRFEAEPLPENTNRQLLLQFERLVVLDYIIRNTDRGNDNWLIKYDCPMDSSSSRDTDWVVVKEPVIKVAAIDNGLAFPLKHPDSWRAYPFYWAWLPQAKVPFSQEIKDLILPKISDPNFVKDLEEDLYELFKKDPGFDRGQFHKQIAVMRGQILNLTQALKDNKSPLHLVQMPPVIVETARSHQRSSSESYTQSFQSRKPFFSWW
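ADP-Glo luminescence measured ADP generated by PI4K2A enzyme (4 ug/mL before mixing) with 1.2 mM PI substrate (pre-mix) and 300 microM ATP (pre-mix). Tris pH7.5 buffer with MgCl2, Triton X-100; 1 h reaction at ambient temperature.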
mIDH1 inhibitor: qHTS for Inhibitors of mutant isocitrate dehydrogenase 1 (IDH1): qHTS. Isocitrate dehydrogenase [NADP] cytoplasmic (Homo sapiens), O75874. IDH1-R132H enzyme, NADPH consumption, diaphorase/resazurin fluorescence. Potency, µM (titrated, usually from 76.6 µM), for inactives: at the highest dose activity change, negative = inhibition, most hits filed as inhibitors. 390,000 tested, 0.093% active; also: potency is read from the fitted curve at half-maximal effect; % is scaled to controls: 0 for no effect and ±100 for the full control effect; nearly all actives have a fitted effect of over 65% in size
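IDH1-R132H (0.5 ug/mL) preincubated 30 min with compound, then NADPH (0.016 mM) and alpha-KG (2 mM) added; 80 min at RT, pH 7.5. Remaining NADPH coupled via diaphorase/resazurin to fluorescence (540/590 nm); concentration-response curves normalized to no-enzyme control.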
Vif-APOBEC3G blk: qHTS for Inhibitors of Vif-A3G Interactions: qHTS; Potency, µM (titrated, usually from 46.1 µM), inactives show at the top dose activity, negative = active, most hits filed as inhibitors; 410,000 tested, 0.076% active; DNA dC->dU-editing enzyme APOBEC-3G (Homo sapiens), Q9HC16; AID 602310, 2012; HeLa A3G-eYFP + Vif (tagged APOBEC3G with the HIV-1 protein that degrades it), YFP fluorescence, overnight;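 also: potency is read from the fitted curve at half-maximal effect; % is scaled to controls: 0 for no effect and ±100 for the full control effect; nearly all actives have a fitted effect of over 60% in size; hits raise eYFP signal because A3G escapes Vif-driven loss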
Target sequence (Q9HC16 whole entry, looked up): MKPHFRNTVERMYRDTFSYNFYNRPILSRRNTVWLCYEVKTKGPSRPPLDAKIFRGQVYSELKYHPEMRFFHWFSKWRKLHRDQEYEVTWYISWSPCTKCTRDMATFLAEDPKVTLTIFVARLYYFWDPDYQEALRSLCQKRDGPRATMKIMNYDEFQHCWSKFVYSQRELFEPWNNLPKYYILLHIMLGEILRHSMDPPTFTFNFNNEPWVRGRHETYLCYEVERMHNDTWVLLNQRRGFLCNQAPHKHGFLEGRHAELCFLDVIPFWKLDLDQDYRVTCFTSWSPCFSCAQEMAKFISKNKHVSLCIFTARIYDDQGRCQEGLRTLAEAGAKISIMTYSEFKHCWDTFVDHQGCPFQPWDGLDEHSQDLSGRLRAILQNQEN
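HeLa cells stably expressing Vif and C-terminally eYFP-tagged A3G, seeded overnight at 37 deg C, then exposed to compound by pintool overnight at 37 deg C. Rise in yellow fluorescence (Ex 488/Em 500-530, Acumen) marks blocked Vif-driven A3G degradation.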
TrxR1 substrate: qHTS Assay for Substrates of Mammalian Selenoprotein Thioredoxin Reductase 1 (TrxR1): qHTS; purified TrxR1 substrate turnover, NADPH consumption readout; Potency, µM (titrated, usually from 114 µM), for the others: at the highest dose activity change, negative = substrate turnover; 390,000 tested, 0.01% active; also: potency is read from the fitted curve at half-maximal effect; % is scaled to controls: 0 for no effect and ±100 for the full control effect; nearly all actives have a fitted effect of over 50% in size
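Rat TrxR1, dispensed at 90 nM, was prereduced with 400 uM NADPH (final) for 5 min at ~22 deg C, then incubated with compound 15 min before 400 uM selenite. A first-read NADPH fluorescence drop versus no-compound background flagged substrates.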
Starred values were filed as active, the others as inactive; ? = inconclusive; nt = no result given; [ ] = remark or other dose. Unless noted, calls follow the shape of the dose curve; as a rule, active = well fitted curve in the direction sought with a large enough effect; inconclusive = small, poorly fitted or top-dose-only effect, or another doubt; inactive = no such curve, though single readings can be large; an effect the other way counts as inactive or inconclusive. Some of the compounds tested; rates above refer to the full screens.

No. | compound | RXFP1 agonist | LDHA inh | Vif-APOBEC3F blk | USP1 inh | GRP78 ERSR act | PI4K2A inh | mIDH1 inhibitor | Vif-APOBEC3G blk | TrxR1 substrate
1 | CC1CCCCN1CCNC(=O)c1ccc2c(=O)n(Cc3ccc(Cl)cc3)c(=S)[nH]c2c1 (configuration not stated) | -0.1% | 0 | 7% | -15% | -4% | -12 | -12% | 1% | 2%
2 | CC(=O)c1ccc(N2CCN(c3ccc(S(=O)(=O)NCCCN(C)C)cc3[N+](=O)[O-])CC2)cc1 | -0.2% | -2 | 0% | -24% | -3% | -1 | 4% | 4% | -1%
3 | Cc1onc(-c2ccccc2)c1C(=O)Nc1ccc(S(=O)(=O)Nc2nccs2)cc1 | 0.0% | -3 | 2% | -22% | -3% | -7 | -3% | 1% | 5%
4 | O=C(O)Cc1ccc2[nH]c3ccc(CC(=O)O)cc3c2c1 | -1.8% | -3 | -3% | 2% | -1% | -3 | 3% | 2% | 2%
5 | COC(=O)c1cc(C(=O)NC(C)(C)CC(C)(C)C)cc([N+](=O)[O-])c1 | -1.5% | 0 | -7% | -27% | -5% | 2 | -2% | 0% | 1%
6 | CCOC(=O)C1(CC2CCCCO2)CCN(S(=O)(=O)c2ccc(C)s2)CC1 (configuration not stated) | -0.5% | -5 | 2% | -19% | -2% | 6 | -6% | 2% | 6%[11.4 µM]
7 | COC(=O)C1CCN(C(=O)COC(=O)C2CCN(S(=O)(=O)c3ccc4c(c3)OCCO4)CC2)CC1 | 2.9% | -2 | -8% | -18% | 4% | 6 | -6% | 4% | 6%
8 | CCn1cc(S(=O)(=O)c2ccc(C)cc2)c(=O)c2cc(OC)ccc21 | 1.5% | -2 | 2% | -16% | -9% | 4 | -12% | -1% | 11%
9 | COc1ccc2nc(CNC(=O)C3CCC(=O)N(CCc4ccccc4)C3)[nH]c2c1 (configuration not stated) | -4.2% | 1 | 4% | -2% | -4% | 3 | -2% | -1% | 5%
10 | CCOC(=O)N1CCC(NC(=O)CN2C(=O)C(CC)Oc3ccc(C)cc32)CC1 (configuration not stated) | -1.7% | -3 | -3% | -5% | -1% | 0 | 5% | 1% | 11%
11 | Cc1cc(O)c(NC(=O)c2ccc(C)c([N+](=O)[O-])c2)cc1C | 2.3% | -2 | -7% | -10% | 3% | 0 | 1% | -2% | 3%[57.1 µM]
12 | O=C(OCC(=O)N1CCCC1)c1cncc(Br)c1 | -0.1% | -5 | -6% | 3% | -1% | -10 | 8% | -4% | -9%
13 | CC(C)NC(=O)C(c1ccc(F)cc1)N(Cc1ccco1)C(=O)CCC(=O)Nc1ccccn1 (configuration not stated) | -0.8% | -9 | -21% | -14% | -1% | 3 | -1% | -3% | 4%
14 | C[C@@H]1CN([C@@H](C)CO)C(=O)CCCn2nncc2CO[C@H]1CN(C)Cc1cccc(C(F)(F)F)c1 | nt | 2 | -4% | -21% | -4% | 1 | 10% | 0% | nt
15 | CCCCN(C)C(=O)c1ccc2c(c1)NC(=O)C(CC(C)C)N2 (configuration not stated) | 0.3% | -5 | 0% | -13% | -2% | 1 | 46%[activator] | 0% | 6%[57.1 µM]
16 | Brc1cccc(OCCSc2ncccn2)c1 | 1.9% | -10 | -2% | -4% | 5% | -1 | 14% | -4% | 1%[57.1 µM]

Retrieved by structure from the list above, 3 records:
No. | compound | RXFP1 agonist | LDHA inh | Vif-APOBEC3F blk | USP1 inh | GRP78 ERSR act | PI4K2A inh | mIDH1 inhibitor | Vif-APOBEC3G blk | TrxR1 substrate
15 | CCCCN(C)C(=O)c1ccc2c(c1)NC(=O)C(CC(C)C)N2 (configuration not stated) | 0.3% | -5 | 0% | -13% | -2% | 1 | 46%[activator] | 0% | 6%[57.1 µM]
9 | COc1ccc2nc(CNC(=O)C3CCC(=O)N(CCc4ccccc4)C3)[nH]c2c1 (configuration not stated) | -4.2% | 1 | 4% | -2% | -4% | 3 | -2% | -1% | 5%
14 | C[C@@H]1CN([C@@H](C)CO)C(=O)CCCn2nncc2CO[C@H]1CN(C)Cc1cccc(C(F)(F)F)c1 | nt | 2 | -4% | -21% | -4% | 1 | 10% | 0% | nt

(continued)
No. | compound | RXFP1 agonist | LDHA inh | Vif-APOBEC3F blk | USP1 inh | GRP78 ERSR act | PI4K2A inh | mIDH1 inhibitor | Vif-APOBEC3G blk | TrxR1 substrate
17 | CCn1c(CN2CCCCC2)nc2cc(NC(=O)COc3ccc(C(C)(C)C)cc3)ccc21 | 4.7% | 1 | 1% | -16% | -3% | -5 | 8% | -1% | -6%
18 | N#C/C(=C(/O)CN1CCN(c2ccccc2F)CC1)c1nc(-c2ccc(Cl)cc2)cs1 | -0.3% | -11 | -17% | -1% | 1% | 0 | 5% | -11% | 2%
19 | CCOc1ccccc1NC(=O)NNS(=O)(=O)c1cc(OC)ccc1OC | -1.1% | -7 | -12% | -4% | -1% | 0 | 3% | 2% | -7%
20 | O=C(CN1C(=O)NC2(CCOc3ccccc32)C1=O)Nc1cccc(Cl)c1 (configuration not stated) | -2.9% | -7 | -3% | -11% | -1% | 4 | -15% | -14% | -4%
21 | Cc1sc2ncnc(N3CCC(C(=O)Nc4ccc(F)cc4Cl)CC3)c2c1C | 6.6% | -2 | 2% | -13% | -3% | -2 | -5% | 2% | -8%
22 | COC(=O)C[C@H]1C[C@@H]2c3cc(NC(=O)NC4CCCC4)ccc3O[C@@H]2[C@@H](CO)O1 | nt | -1 | 14% | -13% | -4% | -4 | 5% | 2% | nt
23 | CSc1nnc(-c2sc3cc(C(F)(F)F)cnc3c2-c2ccccn2)n1C | 2.2% | -2 | 5% | -10% | -3% | 0 | -3% | -17% | 40%
24 | Cc1c(CCC(=O)O)c(=O)oc2cc3occ(-c4ccc(Cl)cc4)c3cc12 | 0.1% | -14 | -18% | ? | -1% | -3 | -10% | -6% | 5%[57.1 µM]
25 | Cc1ccc(-c2nc(C)sc2CC(=O)NCc2ccco2)cc1 | -0.1% | -4 | 7% | -16% | -3% | -1 | 2% | -2% | 10%
26 | CN(CC(=O)Nc1ccc(F)cc1)C(=O)COC(=O)CNC(=O)c1sc2ccccc2c1Cl | 14% | -10 | 2% | -7% | -2% | -5 | -9% | 2% | -4%
27 | O=C(c1ccc(Br)o1)N1CCC(Cc2ccccc2)CC1 | 0.3% | 1 | 5% | -9% | -2% | 2 | 7% | -7% | -5%
28 | CCC1(c2ccc(Cl)cc2)NC(=O)N(CC(=O)NCc2ccc(F)cc2)C1=O (configuration not stated) | 3.0% | -7 | 14% | -7% | -6% | 5 | 6% | 0% | -2%
29 | COC(=O)c1cc(NC(=O)c2ccccc2)c(=O)oc1C | -0.6% | -1 | 11% | -2% | 2% | -4 | 4% | 1% | 5%[11.4 µM]
30 | O=C(CSC1CC(=O)N(CCc2ccccc2)C1=O)Nc1cccc(Cl)c1 (configuration not stated) | -2.5% | -1 | -31% | -21% | 2% | -4 | 2% | 0% | -3%[57.1 µM]
31 | NNC(=O)CNc1ccccc1Cl | 0.7% | -2 | 4% | 2% | 9% | 4 | 2% | 0% | -4%[57.1 µM]
32 | O=C(O)C(Cc1ccccc1)N1C(=O)c2c(Cl)c(Cl)c(Cl)c(Cl)c2C1=O (configuration not stated) | nt | -7 | 0% | -8% | -4% | -2 | 20% | -2% | 7%[57.1 µM]
33 | O=[N+]([O-])c1cc(/C=N/O)ccc1N1CCCC1 | 4.4% | -4 | 2% | -9% | 2% | 3 | 10% | 6% | -20%[57.1 µM]
34 | CCC(C)C(NC(=O)C1CCC(C)CC1)C(=O)NCc1ccccn1 (configuration not stated) | 0.5% | -2 | 0% | -2% | -4% | -7 | 0% | 0% | -9%
35 | O=C(NCCN1CCOCC1)c1cc(S(=O)(=O)NCCCN2CCCC2=O)ccc1Cl | -0.6% | -4 | -1% | -19% | -4% | 0 | -7% | -3% | 12%[57.1 µM]
36 | COc1cc(/C=C/C(=O)OCC(=O)N2CCCc3ccccc32)ccc1OCC#N | 2.4% | -1 | 0% | -19% | 0% | 2 | 6% | -5% | 14%
37 | C#CCSc1nc(-c2cccs2)ccc1C#N | 9.8% | -10 | 2.8µM* | -10% | 5% | -4 | 1% | -24% | 21%[57.1 µM]
38 | CCNCCC(=O)N1c2ccccc2Sc2ccc(NC(=O)OCC)cc21 | 1.4% | -9 | 0% | -5% | -3% | -6 | 1% | 2% | 9%[57.1 µM]
